Screens (PubChem)
FBW7 activator = human FBW7 E3 ligase activation, primary screen; normalized activity (activation), % at 26.1 µM; 0.13% of 650,000 active; AID 1259310; AlphaScreen FBW7–phospho-cyclin E peptide binding, activator screen; Q969H0; in the data active = normalized activity above about 1.9%;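 also: purified mutant Fbw7 with reduced substrate affinity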
Target sequence (Q969H0 whole entry, looked up): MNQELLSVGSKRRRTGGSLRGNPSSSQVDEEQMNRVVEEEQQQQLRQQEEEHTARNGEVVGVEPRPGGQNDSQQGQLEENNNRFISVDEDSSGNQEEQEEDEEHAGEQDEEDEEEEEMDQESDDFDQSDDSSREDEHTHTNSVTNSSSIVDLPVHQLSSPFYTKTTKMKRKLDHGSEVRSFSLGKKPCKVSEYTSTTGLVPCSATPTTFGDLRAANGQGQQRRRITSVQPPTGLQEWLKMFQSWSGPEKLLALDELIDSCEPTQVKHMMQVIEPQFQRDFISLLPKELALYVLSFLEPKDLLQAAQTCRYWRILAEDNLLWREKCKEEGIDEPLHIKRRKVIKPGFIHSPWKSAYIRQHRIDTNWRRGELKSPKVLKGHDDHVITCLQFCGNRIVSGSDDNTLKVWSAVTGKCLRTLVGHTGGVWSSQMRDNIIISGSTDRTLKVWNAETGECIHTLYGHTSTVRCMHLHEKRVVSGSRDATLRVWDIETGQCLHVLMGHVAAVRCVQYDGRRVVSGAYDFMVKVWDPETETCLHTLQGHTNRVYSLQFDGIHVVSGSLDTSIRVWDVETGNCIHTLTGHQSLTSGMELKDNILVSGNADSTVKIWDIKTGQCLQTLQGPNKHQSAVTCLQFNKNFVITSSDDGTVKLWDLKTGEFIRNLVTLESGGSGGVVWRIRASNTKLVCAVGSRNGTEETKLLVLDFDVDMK
TEAD-YAP inh = TEAD-YAP interaction inhibition. HEK-TIYL cells, TEAD-Gal4/YAP UAS-luciferase luminescence. inhibition, % at 9.12 µM. 1.4% of 640,000 active. AID 1259422; in the data active = inhibition above about 32%;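 also: 0% = median of test compound wells and 100% = reference inhibitor wells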
MITF inh = human MITF inhibition, primary screen; O75030; inhibition, % at 2.6 µM; 0.91% of 650,000 active; AlphaScreen MITF homodimerization, bead proximity signal; in the data active = inhibition above about 50%;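 also: 0% = vehicle wells with protein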
GPR151 activ = activators of human GPR151. Q8TDV0. PathHunter beta-arrestin GPR151 cells, luminescence. activation, % at 11.2 µM. 1% of 650,000 active. AID 1508602; in the data active = activation above about 4.9%;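 also: 0% = median of compound wells and 100% = cells with positive control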
Target sequence (Q8TDV0 whole entry, looked up): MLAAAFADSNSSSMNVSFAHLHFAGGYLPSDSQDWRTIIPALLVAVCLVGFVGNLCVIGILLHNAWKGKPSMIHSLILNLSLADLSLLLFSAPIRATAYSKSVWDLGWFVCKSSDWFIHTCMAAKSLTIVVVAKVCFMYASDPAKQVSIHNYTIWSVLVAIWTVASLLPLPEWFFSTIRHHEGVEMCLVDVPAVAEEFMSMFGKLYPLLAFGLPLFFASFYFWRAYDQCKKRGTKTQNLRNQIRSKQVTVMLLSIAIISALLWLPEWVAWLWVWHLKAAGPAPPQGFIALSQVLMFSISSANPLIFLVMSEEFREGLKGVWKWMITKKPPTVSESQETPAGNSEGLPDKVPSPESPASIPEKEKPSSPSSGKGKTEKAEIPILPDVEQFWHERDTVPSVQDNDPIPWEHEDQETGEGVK
Active calls of the source: *; & = joins results of further samples.

SMILES	FBW7 activator	TEAD-YAP inh	MITF inh	GPR151 activ
Fc1cccc(Cl)c1/C=N/Nc1ncnc2nc[nH]c12	-0.1	0	-5	-3.3
CN(CC1CCCCO1)C(=O)CCc1nnc(C2CCCCC2)o1 (stereo unspecified)	0.3	-31	-1	0.1
Cc1cc(NC(=O)CC23CC4CC(C2)CC(CC(=O)Nc2cc(C)on2)(C4)C3)no1	-0.2	-3	-12	-0.4
O=C(NCc1ccccc1)C1CCN(C(=O)Nc2ccccc2)CC1	0.0	6	-4	0.5
CC(C)c1ccc(NC(=O)CN(c2ccc(Br)cc2)S(C)(=O)=O)cc1	-0.1	-66	-46	-0.6
Cc1ccc(C(=O)Oc2ccc([N+](=O)[O-])c3cccnc23)cc1	-1.3	32	27	0.7
N#CC1=C(N)C(C#N)(C#N)C(c2ccco2)C2=C1CCCC2 (stereo unspecified)	-1.1	2	28	-0.5
COC(=O)c1ccc2c(=O)n(Cc3ccc(OC)cc3)c(=S)[nH]c2c1	0.1	2	5	-0.4
CCOc1ccc(/C=C2\N=C(c3cccc(C)c3)OC2=O)cc1	0.0	6	5	0.2
CCOc1ccc(NC(=O)C2C3C=CC4(O3)C2C(=O)N(Cc2cccs2)C4C(=O)NC2CCCCC2)cc1 (stereo unspecified)	0.3	3	-1	1.9
CCc1cccc(NC(=O)Cn2c(=O)oc3cc(S(=O)(=O)NC4CCCC4)ccc32)c1	-0.1	7	5	-0.1
Cc1ccc(-n2c(C)nc3cc(C(=O)NCc4ccccn4)ccc32)c(C)c1	-0.1	10	5	1.2
CCOCCn1c(=O)c2c(nc3n(-c4cccc(OC)c4)c(C)c(C)n23)n(C)c1=O	0.1	2	0	-0.1
CCOC(=O)c1sc(NC(=O)COc2ccc(-c3ccccc3)cc2)nc1C	0.0	-2	-3	-1.3
COc1ccccc1C1C(C#N)=C(N)Oc2n[nH]c(-c3cc(OC)c(OC)c(OC)c3)c21 (stereo unspecified)	0.1	1	-8	-0.1
COc1ccc(O)c(/C=N/NC(=O)CNc2ccc(F)cc2)c1	0.0	5	12	0.7
COCCNC(=O)C(=O)N/N=C(\C)CC(=O)Nc1ccccn1	-0.3	-14	-6	-0.5
O=C(Cc1cccs1)Nc1ccc(-c2nnc(-c3ccco3)o2)cc1	-0.1	-8	10	-0.2
O=C(CSc1nnc(SCc2ccc(Cl)cc2)s1)NCC1CCCO1 (stereo unspecified)	0.6	-15	13	-0.7
Cc1c(C(=O)N2CCCc3ccccc32)sc2ncnc(N3CCN(c4ccccn4)CC3)c12	-0.1	-4	-6	1.0
Cc1ccc(CON/C=N/c2ncc3c(n2)-c2ccccc2OC3)cc1	-0.1	10	-1	-0.9
O=C(NCc1ccccc1Cl)C(=O)Nc1ccc(F)cc1F	0.1	-24	-6	-0.6
COc1cccc2c1OC(c1ccccc1Cl)N1N=C(c3ccco3)CC21 (stereo unspecified)	0.0	-78	5	-2.1
CCOC(=O)C(=O)NCC(c1ccco1)S(=O)(=O)c1ccccc1 (stereo unspecified)	0.0	-10	1	0.8
COCCNC(=O)Cc1ccc(NC(=O)C2CC(=O)N(c3ccccc3)C2)cc1 (stereo unspecified)	0.2	-7	29	-0.3
SMILES	FBW7 activator	TEAD-YAP inh	MITF inh	GPR151 activ
CCOC(=O)C1=C(c2ccccc2)N=C2SCC(=O)N2C1c1ccc(SC)cc1 (stereo unspecified)	-0.1	11	7	1.3
CC(C)(C)Cc1nnc(NC(=O)c2ccccc2[N+](=O)[O-])s1	0.0	0	-4	13*
COc1cccc(CNC(=S)Nc2ccc(S(N)(=O)=O)cc2)c1	0.3	-3	20	-0.7
COc1cc(OC)cc(C(=O)Nc2ccc(S(N)(=O)=O)cc2)c1	-0.1	1	9	-0.6
COc1cc([N+](=O)[O-])cc(/C=C2/C(=O)N(c3ccccc3)C(=S)N2C)c1O	0.0	4	-2	-0.2
CC1(C)C(=O)OC2(c3ccc(Cl)cc3)C1OC(=O)C2(C)C (stereo unspecified)	-0.1	8	0	1.3
Cc1ccccc1Cn1nnc(C(=O)Nc2ccc(Br)cc2)c1N	0.0	-44	7	-0.7
CCCNC(=O)Cn1cnc2sc(C(=O)Nc3cnc4ccccc4c3)c(C)c2c1=O	0.0	-93	1	4.2
CC(C)(C)CC(=O)NCc1ccc2c(c1)OCO2	-0.3	-4	8	-0.4
COc1ccc(CN2Cc3cc4ccccc4nc3OC(C)C2=O)cc1 (stereo unspecified)	0.0	-9	-2	0.1
COC(=O)c1ccc(COc2ccc3c(=O)c(Oc4ccccc4)c(C)oc3c2)cc1	0.1	-2	6	-0.5
COc1ccc2c(c1)sc(=NC(=O)c1ccno1)n2C	0.2	-40	11	1.2
CC(=O)c1ccc(OCc2cc(C(=O)N3CCc4sccc4C3)no2)cc1	0.1	-59	10	0.1
O=C(c1ccncc1)N1CCN(Cc2cccc(Cl)c2)CC1	-0.2	-1	73*	-0.7
O=C(Nc1cccc(Cl)c1)N[C@H]1C[C@H]2C(=O)N3CCC[C@H]3C(=O)N2C1	-0.3	-5	4	0.0
COc1cccc(OCC(=O)Nc2ccccc2C(N)=O)c1	0.1	-32	-3	0.2
C=CCN(CC=C)S(=O)(=O)c1ccc(C(N)=O)cc1	0.0	0	-25	-1.3
CCOC(=O)c1ccc(CN(Cc2ccc(OC)cc2)S(=O)(=O)c2ccc(Br)cc2)cc1	0.0	3	-6	0.4
O=C(/C=C/c1cccc(Cl)c1)Nc1ccncc1	0.0	-26	1	24*
COc1cc(NC(=O)c2cccc(-n3cc(NC(=O)Nc4ccccc4C)cn3)c2)ccc1N1CCOCC1	-0.1	-4	14	3.9
O=C(NCCN1CCN(Cc2ccccc2)CC1)C1CC(=O)N(C2CCCC2)C1 (stereo unspecified)	0.2	1	8	-0.8
CCOC(=O)c1c(NC(=O)CSc2nnc(CNC(=O)c3cccc(C)c3)n2C2CCCCC2)sc2c1CCC2	0.0	0	-1	-2.0
O=C(CCc1ccccc1)NN1C(=O)C2CCCCC2C1=O (stereo unspecified)	0.7	-14	18	-1.2
CC(C)C(=O)N1CCN(c2ccc(NC(=O)COc3ccccc3)cc2)CC1	-0.3	4	-6	-0.9
COCCNC(=O)c1c(C)nc2ccccn12	0.5	4	22	-0.1

Three entries already listed, ordered by length of the SMILES, highest first:
SMILES	FBW7 activator	TEAD-YAP inh	MITF inh	GPR151 activ
CCOC(=O)c1ccc(CN(Cc2ccc(OC)cc2)S(=O)(=O)c2ccc(Br)cc2)cc1	0.0	3	-6	0.4
O=C(NCc1ccccc1)C1CCN(C(=O)Nc2ccccc2)CC1	0.0	6	-4	0.5
O=C(NCc1ccccc1Cl)C(=O)Nc1ccc(F)cc1F	0.1	-24	-6	-0.6

Next part
SMILES	FBW7 activator	TEAD-YAP inh	MITF inh	GPR151 activ
O=C(c1ccncc1)N1CCN(CC2CC=CCC2)CC1 (stereo unspecified)	-0.1	7	73*	0.1
CC1(C)CC(=O)c2sc(NC(=O)c3ccc(CN4CCCC4)o3)nc2C1	0.0	10	-1	-0.7
CC1=NNC(=O)C1CCC(=O)N/N=C(\C)c1ccc(C)cc1 (stereo unspecified)	0.3	-9	1	3.3
O=C(NC1CCCCC1)C1CCCN(S(=O)(=O)c2cccc3cccnc23)C1 (stereo unspecified)	-0.2	-1	10	-0.3
O=C(CCC(=O)n1ncc2cc(Cl)ccc21)NC1CCCC1	0.1	1	-4	0.6
COc1ccc(Cn2nnnc2CN(CCO)Cc2cc3c(C)cc(C)cc3[nH]c2=O)cc1	0.6	3	-4	-0.1
O=C1NC(=O)/C(=C\c2ccc(Sc3ccccc3)o2)N1	-0.1	-11	13	-0.1
CCCC(=O)c1cc(F)c(N2CCN(C(=O)OCC)CC2)cc1C	0.1	7	1	2.4
N#Cc1ccc(N2CCCC2C(=O)O)c([N+](=O)[O-])c1 (stereo unspecified)	-0.1	1	-5	0.2
O=C(CN1N=C(c2ccccc2)CCC1=O)NCc1cccnc1	0.0	2	-10	-0.2
COc1ccc(S(=O)(=O)N(CCc2ccccc2)CC(=O)NCC(C)C)cc1	0.9	18	10	-1.9
CCOc1ccc(S(=O)(=O)N(CC(=O)O)c2ccccc2)cc1	-0.1	0	2	-0.7
CCOC(=O)c1cnc(SC)nc1-c1ccccc1	-0.1	-13	-8	1.6
Cc1ccc(OC(=O)CN2C(=O)c3ccccc3C2=O)c(-n2nc3ccccc3n2)c1	0.1	-29	-1	-1.7
COc1ccc(CCN2CCC(NCC3CCCCC3)CC2)cc1	0.0	3	2	-0.2
CC(C(=O)Nc1cccc(Cl)c1)N1C(=O)c2cccc([N+](=O)[O-])c2C1=O (stereo unspecified)	0.0	1	-4	0.5
COc1ccc(-n2cc(C(=O)NCCCN(C)Cc3ccccc3)c3ccccc3c2=O)cc1	0.4	-3	11	-1.5
Cc1nc(C)c(Cc2ccccc2)c(=O)[nH]1	-0.1	-1	-1	0.5
COc1ccccc1CNc1nc(C)c(C(C)=O)s1	0.0	-22	-6	1.4
CCOC(=O)C(C(=O)OCC)C(C)(C)/C(C)=N\Nc1ccc([N+](=O)[O-])cc1[N+](=O)[O-]	-0.3	-2	40	0.0
Clc1cccc2nnc(-c3cccc(OCc4ccccc4)c3)n12	0.0	8	6	-0.1
COc1cccc(/C=N/NC(=O)c2cccnc2)c1OC	-0.1	0	14	-0.8
CC1=C(/C=C/C(C)=C/C=C/C(C)=C/C(=O)O)C(C)(C)CCC1	0.0&0.0&-0.2&-0.1&0.1&-0.1&0.0&0.1	-16&-44&-1&12&-11	19&-4&2&-2&-10&11&6&17	2.2&0.1&0.3&-0.1&-0.3&4.8&0.1&0.3
CC[C@H](C)[C@H]1C(=O)Nc2cc(S(C)(=O)=O)ccc2N1C(=O)C1CCCCC1	0.1	3	2	1.8
O=C1CCCN1CCn1cnc2c(NCCc3ccc(O)cc3)nc(-c3ccc(N4CCOCC4)nc3)nc21	0.1	17	6	1.2
SMILES	FBW7 activator	TEAD-YAP inh	MITF inh	GPR151 activ
O=C(Nc1nnc(SCCN2CCCCC2)s1)C1CCC1	0.0	2	-4	1.0
CCCC1(C2CCN(Cc3ccc(N(C)C)cc3)CC2)NC(=O)N(CC2CCCO2)C1=O (stereo unspecified)	-0.1	-2	9	2.8
C=CCOc1ccc(C(=O)N2CCN(c3ccccc3OC)CC2)cc1	-0.2	-5	-7	-0.5
O=C(Cn1c(=O)n(Cc2ccc(Cl)cc2)c(=O)c2cccnc21)Nc1ccc(F)cc1	-0.1	4	4	0.2
COCCOC(=O)C1=C(C)NC(C)=C(C(=O)OCCOC)C1c1cn(-c2ccccc2)nc1-c1ccc(Br)cc1	0.0	-4	-5	0.2
Cc1cccc(C(=O)OCC(=O)NC(=O)NC(C)C)c1O	0.5	3	14	-1.3
C/C=C/c1ccc(OCCNC2CCCC2)c(OC)c1	-0.2	8	39	0.3
Cc1cc(-c2cn[nH]c2C2CCCN(C(=O)C(C)(C)C)C2)on1 (stereo unspecified)	0.1	-20	8	-0.2
CCn1c(C)cc(/C=C2\NC(=O)N(Cc3ccc([N+](=O)[O-])cc3)C2=O)c1C	-0.3	7	2	0.8
Cc1cc(NCc2ccccc2)nc(NC2CCN(Cc3ccccc3)CC2)n1	-0.2	0	3	-1.6
COc1ccc(N2CCN(C(=O)c3cccn4c(=O)c5cc(Cl)ccc5nc34)CC2)cc1	-0.1	-6	-11	0.0
CCc1ccc(OCC(=O)NC2CCCC2)c(Br)c1	0.1	-58	1	4.7
COCCNC(=O)CN(c1ccc(Cl)cc1Cl)S(=O)(=O)c1ccccc1	-0.1	1	-2	2.0
O=C(Nc1ccccc1)O/N=C(\c1ccccc1)c1ccccn1	-0.9	0	7	0.3
NS(=O)(=O)c1ccc(NC(=S)NC(=O)COc2ccc([N+](=O)[O-])cc2)cc1	0.3	-3	-6	0.9
COc1ccc(C(=O)COc2ccc(NC(C)=O)cc2)cc1	0.1	0	2	1.3
Cc1ccc(-c2c(C(=O)Nc3ccc(S(N)(=O)=O)cc3)oc(=O)c3ccccc23)cc1	0.0	6	0	0.3
COc1ccc(C(=O)N/C(=C/c2ccc([N+](=O)[O-])cc2)C(=O)Nc2cc(Cl)ccc2Cl)c(Cl)c1	-0.1	-2	11	-0.2
COc1ccc(/C=C2\C=C(c3ccccc3)N(c3ccc(Br)cc3)C2=O)cc1Br	0.5	1	1	-0.4
COc1cccc(Nc2nc(-c3cc(C)ccc3C)cs2)c1	-0.1	-13	0	0.1
Cc1c(-c2ccc(Cl)cc2Cl)nc2ccccc2c1C(=O)NCc1ccco1	0.1	-6	12	1.1
CCCN1C(=O)C(O)(CC(=O)c2ccc(C(C)(C)C)cc2)c2cc(Br)ccc21 (stereo unspecified)	0.0	6	1	1.2
CCCN1CCN(C(=S)Nc2ccc(F)cc2F)CC1	0.9	3	16	-1.2
CC1(C)CC(=O)C2=C(C1)Nc1ccccc1N(C(=O)Cc1ccc(Cl)cc1)C2c1ccccc1F (stereo unspecified)	0.0	7	1	0.5

Part of the list above, with bars between the fields:
mol | FBW7 activator | TEAD-YAP inh | MITF inh | GPR151 activ
Cc1cc(-c2cn[nH]c2C2CCCN(C(=O)C(C)(C)C)C2)on1 (stereo unspecified) | 0.1 | -20 | 8 | -0.2
CCn1c(C)cc(/C=C2\NC(=O)N(Cc3ccc([N+](=O)[O-])cc3)C2=O)c1C | -0.3 | 7 | 2 | 0.8
Cc1cc(NCc2ccccc2)nc(NC2CCN(Cc3ccccc3)CC2)n1 | -0.2 | 0 | 3 | -1.6
COc1ccc(N2CCN(C(=O)c3cccn4c(=O)c5cc(Cl)ccc5nc34)CC2)cc1 | -0.1 | -6 | -11 | 0.0
CCc1ccc(OCC(=O)NC2CCCC2)c(Br)c1 | 0.1 | -58 | 1 | 4.7
COCCNC(=O)CN(c1ccc(Cl)cc1Cl)S(=O)(=O)c1ccccc1 | -0.1 | 1 | -2 | 2.0
O=C(Nc1ccccc1)O/N=C(\c1ccccc1)c1ccccn1 | -0.9 | 0 | 7 | 0.3
